High-throughput results from PubChem.
Ecoli viability: E. coli V3065 growth inhibition, primary screen, counter-screen for AddAB inhibitor project, absorbance, OD600 | actives 0.27% (n = 330,000) | AID 449728, 2010 | inhibition, % at 11.9 µM | 18 h;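 active means inhibition above the campaign's mean inhibition across all tested compounds plus 3 SD, cut at about 9.9% in these data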;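 further: uninfected addAB+ strain grown without phage in ampicillin broth; 0% = DMSO wells and 100% = ciprofloxacin 0.95 µg/ml wells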
Mot1-301 SUMO: yeast Mot1-301 growth rescue at high temperature, primary screen, SUMOylation pathway inhibitor project, S. cerevisiae, ATP luminescence, 38.5C; S. cerevisiae Mot1-301 growth rescue; percent above DMSO median, 100 means doubled; growth rescue, % at 18.8 µM; actives 1% (n = 320,000);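 active means every valid replicate shows activation above 250% relative to neutral control wells; inactive means the rest, any valid replicate at or below 250%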;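 further: OY570 slx delta 5 strain wells were the positive control but not used for scaling; some compounds called inactive have numbers as strong as hits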
PfHsp90 yeast 2: growth inhibition of PfHsp90-expressing yeast, primary screen, antimalarial PfHsp90 inhibitor project, S. cerevisiae, BacTiter-Glo luminescence, single point, set 2. BacTiter-Glo ATP, 48 h; yeast lacking PDR1 and PDR3 efflux regulators. inhibition, % at 9.4 µM. actives 0.32% (n = 310,000);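 active means every replicate shows inhibition above about 80%, whatever the replicate mean, limit read from the data; inconclusive means mean inhibition reaches the set limit but some replicate falls short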;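 further: 0% = DMSO neutral controls and 100% = 20 µM radicicol positive controls; yeast relying on Plasmodium falciparum Hsp90 in place of its own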
OPRM1-OPRD1 inv: inverse agonists of MOR-DOR heterodimerization, primary screen, cell-based, luminescence; Mu-type opioid receptor (Homo sapiens) + Delta-type opioid receptor (Homo sapiens), …; cell-based MOR-DOR heterodimer luminescence, inverse agonism; inhibition, % at 9.3 µM; actives 0.21% (n = 340,000); AID 504357, 2011; in the data active means inhibition above about 22%, passing the limit was not always enough;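 further: 0% = cells with DMSO and 100% = wells without cells with DMSO; values of inactives mirror those of a sister screen read the other way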
OPRM1-OPRD1 ag: agonists of OPRM1-OPRD1 heterodimerization, primary screen, cell-based, luminescence; cells; activation, % at 9.3 µM; actives 0.3% (n = 340,000); in the data active means activation above about 18%;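 further: 0% = vehicle-treated cells and 100% = reference agonist; values of inactives mirror those of a sister screen read the other way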
HTR5A ag: HTR5A agonists in luminescence cell assay, primary screen, counter-screen for OPRM1-OPRD1 heterodimer agonist project, full-deck HTS; 5-hydroxytryptamine receptor 5A (Homo sapiens), P47898; cell-based; activation, % at 9.3 µM; actives 0.61% (n = 340,000); in the data active means activation mostly above about 9.5%, no sharp cut-off; inactive means mostly below about 7.6%;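 further: 0% = cells with vehicle only and 100% = reference agonist; strong numbers were not always called active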
Target sequence (P47898 whole entry, looked up): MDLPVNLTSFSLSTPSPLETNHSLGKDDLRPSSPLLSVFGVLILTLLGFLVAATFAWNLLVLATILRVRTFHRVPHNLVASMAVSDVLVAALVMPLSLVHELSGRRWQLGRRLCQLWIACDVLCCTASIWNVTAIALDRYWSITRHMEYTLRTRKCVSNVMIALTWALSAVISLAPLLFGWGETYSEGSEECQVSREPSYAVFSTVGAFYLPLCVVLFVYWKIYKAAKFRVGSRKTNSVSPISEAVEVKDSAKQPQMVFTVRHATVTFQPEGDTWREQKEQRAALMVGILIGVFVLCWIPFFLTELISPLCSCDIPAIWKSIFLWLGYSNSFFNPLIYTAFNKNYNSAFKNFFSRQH
PKA-R1A act: activators of PKA-R1A holoenzyme, primary screen, biochemical, fluorescence polarization, Cy5-IP20, bovine R1A, mouse PKAc. PKA-R1A dissociation; scaled: DMSO 0%, 113 µM cGMP 100%. activation, % at 11.4 µM. cAMP-dependent protein kinase type I-alpha regulatory subunit (Bos taurus) + …. actives 0.083% (n = 340,000);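 active means percent activation above the mean of all tested compounds plus 3 SD, cut at about 19% in these data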;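 further: higher means more PKAc released from R1A so a rise in polarization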
Pemphigus Ab inh: inhibitors of pemphigus antibody binding to DSG3, primary screen, biochemical, bead-based, flow cytometry, scFv-GFP; actives 0.48% (n = 310,000); DSG3-coupled beads, scFv-anti-DSG3-GFP binding; stronger effect = lower value; binding (percent of control), % at 10 µM; Desmoglein-3 (Homo sapiens), P32926;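 active means binding more than 3 SD below its plate's average and above zero; inconclusive means below that plate limit but binding exactly zero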;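 further: hits lower antibody fragment binding to DSG3; some compounds called inactive have numbers as strong as hits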
HTR5A inv ag: HTR5A inverse agonists in luminescence cell assay, primary screen, counter-screen for OPRM1-OPRD1 heterodimer inverse agonist project, full-deck HTS. inhibition, % at 9.3 µM. HTR5A cell line, inverse agonism. AID 504634, 2011. actives 0.083% (n = 340,000). 5-hydroxytryptamine receptor 5A (Homo sapiens), P47898; in the data active means inhibition mostly above about 23%, no sharp cut-off; inactive means mostly below about 18%;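 further: 0% = cells with DMSO and 100% = no-cell wells with DMSO; some compounds called inactive have numbers as strong as hits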
AddAB inh: growth inhibition of E. coli expressing H. pylori AddAB, primary screen, AddAB inhibitor project, absorbance; inhibition, % at 11.9 µM; actives 0.29% (n = 330,000); AID 435030, 2010; in the data active means inhibition above about 12%;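 further: 0% = vehicle wells of infected cells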
phage Ecoli inh: growth loss of phage-infected E. coli, primary screen, RecBCD inhibitor project, absorbance, with phage, HTS; inhibition, % at 11.9 µM; actives 0.26% (n = 360,000); AID 651602, 2012; in the data active means inhibition above about 11%
* marks the source's active call; other numbers are inactive results; ? = inconclusive; nt = no result given. Outcome played no part in choosing rows. About 3.2% of those tested had a hit in this group.

#	structure	Ecoli viability	Mot1-301 SUMO	PfHsp90 yeast 2	OPRM1-OPRD1 inv	OPRM1-OPRD1 ag	HTR5A ag	PKA-R1A act	Pemphigus Ab inh	HTR5A inv ag	AddAB inh	phage Ecoli inh
1	CCOCCCNC(=O)C1(O)c2ccccc2NC(=O)N1c1ccc(Cl)cc1 (stereo unspecified)	-0.5	-14	-7	15	-3.3	5	-1	103	-17	1.7	4.0
2	C/C(=N\NC(=O)CSc1nnc(C)s1)c1ccc(O)cc1	-1.2	-14	-21	17	-3.2	2	-8	100	-5	0.4	2.9
3	Cn1c(CN2CCCC(C(=O)c3ccc4c(c3)OCO4)C2)nc2ccccc21 (stereo unspecified)	-4.6	-17	15	-5	0.8	-1	-9	100	4	-0.8	1.6
4	CC1(c2cccs2)CC(c2cccs2)=C(C#N)C(=O)N1 (stereo unspecified)	-2.5	-9	-12	6	-1.1	1	-2	107	-6	-0.3	2.0
5	Cc1c(C(N)=O)c(N)c(C(=O)c2ccccc2)n1-c1ccccc1	-1.6	-15	nt	8	-1.6	-3	-3	97	-9	-1.7	3.9
6	CCC(C)C(NC(=O)C1CCC(C)CC1)C(=O)Nc1cc(OC)ccc1OC (stereo unspecified)	2.0	-11	-26	-14	2.5	1	-13	nt	6	1.7	2.6
7	CN(c1ccc(C(=O)Nc2ccc(S(=O)(=O)N3CCCC3)cc2)cc1)S(C)(=O)=O	-1.7	-1	-4	nt	nt	nt	nt	103	nt	-0.9	4.9
8	O=C(CN1CCC(NC(=O)c2cccc(F)c2)CC1)NCc1ccccc1F	-5.6	31	11	9	-1.8	0	-4	102	9	1.0	1.9
9	O=C(/C=C/c1ccc(OC(F)F)cc1)OCC(=O)N1CCc2ccccc21	-0.6	5	7	7	-1.1	3	-6	96	8	0.3	3.8
10	Cc1ccccc1Cn1nc(C)c(NC(=O)/C=C/c2cnn(C)c2C)c1C	1.9	9	-14	15	-3.2	-1	-8	nt	-1	3.5	2.0
11	CCOc1cc(/C=N/NC(=O)COc2ccc(C)cc2)ccc1OC(=O)c1cccs1	2.6	-18	-51	-15	2.5	-3	-2	97	6	2.0	2.0
12	CCN(CC)S(=O)(=O)c1ccc(NC2c3ncccc3C(=O)N2Cc2ccccc2)cc1 (stereo unspecified)	-1.2	4	1	12	-2.3	2	1	100	-15	-1.6	2.3
13	COc1cccc(NC(=O)CCS(=O)(=O)c2ccc(Br)cc2)c1	0.7	-4	-10	13	-2.8	4	2	107	-15	2.9	-2.1
14	Cc1ccc(-c2nnc(SCCC(=O)N3CCOCC3)o2)cc1	-0.2	-6	-9	5	-1.1	-1	-2	97	4	1.7	0.0
15	CCC(Oc1ccccc1)C(=O)NC1CCSC1=O (stereo unspecified)	-2.8	-18	1	11	-2.1	-1	-2	104	4	3.7	6.4
16	CCN(C(=O)CSc1ncnc2sccc12)c1c(N)n(Cc2ccccc2)c(=O)[nH]c1=O	-3.7	0	-3	14	-3.4	3	-4	nt	-7	0.9	2.6
17	Cc1cccc(NC(=O)c2cccc(S(=O)(=O)NCc3ccccc3)c2)n1	0.1	-10	23	0	0.0	0	-8	103	0	3.9	4.9
18	O=C1CC(c2ccccc2)Sc2ccccc2N1 (stereo unspecified)	1.4	-9	-2	12	-2.6	17*	-12	97	-47	3.8	1.2
19	CCS(=O)(=O)c1ccc(C(=O)Nc2ccccc2)c(Cl)c1Cl	0.7	477	-21	-9	2.2	2	-13	115	8	3.5	4.6
20	Cc1ccc(-c2noc(-c3ccccc3C(=O)N3CCOCC3)n2)cc1	0.2	22	38	8	-1.4	1	2	98	6	1.9	1.0
21	OCCC1CN(Cc2cccn2-c2ncccn2)CCN1C1CCCC1 (stereo unspecified)	0.2	3	9	13	-2.5	4	-9	100	11	0.6	-1.7
22	COc1ccc(C2C(C(=O)Nc3ccccc3OC)=C(C)Nc3nnnn32)c(OC)c1 (stereo unspecified)	0.9	-7	-43	5	-0.9	1	-6	111	-3	0.0	1.4
23	COCCNc1nnc(SCC(=O)N(C)c2c(N)n(Cc3ccccc3)c(=O)[nH]c2=O)s1	2.9	-4	12	5	-0.8	-5	10	99	14	0.3	1.2
24	NNC(=S)NC1CC2CC1C1C=CCC21 (stereo unspecified)	-0.8	9	-4	-18	3.6	5	1	112	25	-0.4	2.1
25	O=C(Nc1cccc(Cl)c1)c1ccccc1NC(=O)C1CCCCC1C(=O)O (stereo unspecified)	nt	64	44	10	-1.8	1	5	112	-47	nt	4.3
26	COc1ccc(OCCC(=O)OCC(=O)NCc2ccco2)cc1	-1.2	nt	9	6	-1.1	1	1	nt	-26	-0.5	3.0
27	CCOc1cccc(NC(=O)c2ccc(S(=O)(=O)N(C)C)cc2)c1	4.8	-27	-9	0	0.1	1	-11	102	-2	5.1	6.3
28	CN(C)C1=NCCN1CCCC1CCCC1	0.2	15	9	21	-3.7	5	0	102	-43	2.0	2.1
29	COc1ccc(Nc2nc(-c3ccccc3)c(C(=O)Nc3cccnc3)s2)cc1	2.4	0	-11	6	-1.1	-2	-8	101	6	3.8	3.0
30	CCN(CC)C(=S)NC(=O)c1ccc(Cl)cc1Cl	-3.0	43	2	-6	1.0	6	11	102	-15	-0.2	-3.4
31	O=S1(=O)N=C(Nc2ccc(N3CCOCC3)cc2)c2ccccc21	-0.1	5	4	5	-0.9	-3	-1	104	13	0.2	1.5
32	COCCCNC(=O)Cn1c(=O)oc2cc(S(=O)(=O)N3CC(C)CC(C)C3)ccc21 (stereo unspecified)	-1.9	5	21	-1	0.3	2	-6	103	11	2.9	-1.1
33	CCN(CC)S(=O)(=O)c1ccc(NS(=O)(=O)c2ccc(OC)c([N+](=O)[O-])c2)cc1	-0.2	-11	0	7	-1.2	-2	-8	106	11	1.8	0.8
34	COc1ccc(C(=O)C/C(=C\C(=O)c2ccc(C)cc2)c2ccccc2)cc1	-1.4	-27	0	17	-3.3	5	9	115	-3	-1.6	2.5
35	O=C(COc1ccc(F)cc1)Nc1ccccc1N1CCOCC1	-1.3	-11	21	11	-1.6	1	-1	97	3	0.3	1.1
36	COc1cccc(CNC(=O)CCNS(=O)(=O)c2ccc3c(c2)oc(=O)n3C)c1	-0.3	-13	6	14	-2.7	2	-4	106	9	3.2	2.9
37	COc1ccc(C(C)C)cc1S(=O)(=O)Nc1ccc(Cl)cn1	-1.7	-11	-21	-14	2.9	-5	2	97	12	-2.5	-0.7
38	Cc1ccc(C(c2c(C)nn(-c3ccccc3)c2N)c2c(C)nn(-c3ccccc3)c2N)cc1	1.7	-5	11	8	-1.5	6	1	103	-21	2.1	4.3
39	O=C(O)C(=O)/C(=C\c1ccccc1)c1ccc2ccccc2n1	0.8	3	14	12	-2.1	-7	6	115	3	-0.3	1.4
40	CCC(C)C(NC(N)=O)C(=O)Nc1ccc(C(=O)OC)cc1 (stereo unspecified)	1.9	-9	2	0	0.0	10	15	100	-16	0.3	1.9
41	COc1cccc(CNCc2ccc(C(=O)O)cc2)c1OC	0.1	-8	10	18	-3.5	4	9	82	-11	2.6	4.3
42	CCN1CCN(c2ccc(S(=O)(=O)N3CCCCC3)cc2NC(=O)COc2ccc(Cl)cc2)CC1	-1.8	-10	-3	-11	1.6	-5	-6	106	6	-3.1	3.6
43	O=C(OCC(=O)N1CCCCC1)c1c[nH]c(=O)[nH]c1=O	-0.7	6	13	20	-3.2	-3	-6	nt	2	0.5	2.0
44	CCOC(=O)Cc1nnc(Nc2ccc(C)cc2C)c2ccccc12	-3.0	10	-9	14	-2.4	-1	-1	97	4	0.9	1.8
45	CC(C)C12CN3CC(C(C)C)(CN(C1)C3c1ccccc1)C2O (stereo unspecified)	0.3	94	-13	4	-0.7	2	3	100	-24	1.1	-2.0
46	C=C(C)C(O)CC/C(C)=C/Cc1c(O)ccc(C(=O)/C=C/c2ccc(O)cc2)c1O (stereo unspecified)	-1.5	nt	?	-16	3.1	4	-4	107	27	1.9	3.1
47	COc1ccc(CCN2CCCC(CN(C)Cc3cc(OC)ccc3OC)C2)cc1 (stereo unspecified)	-2.3	74	6	2	-0.3	-1	1	117	2	0.9	0.1
48	CCOC(=O)C1(Cc2ccccc2)CCCN(C(=O)c2cnn(CC)c2)C1 (stereo unspecified)	0.1	0	-15	3	-0.6	-3	1	nt	-4	1.9	2.3
